ELG1 genotox: genotoxicity induction in ELG1-luciferase HEK293T cells. Potency, µM (series often up to 46 µM), without a hit: at the top dose activity change, positive = activation, actives largely listed as activators. 1.3% of 330,000 active. HEK293T ELG1-luciferase reporter, luminescence, 16 h. AID 504466; further: % of control where 0% means no effect; nearly all actives have a fitted effect of over 60% in size
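Cells (2,000/well) expressing the ELG1-luciferase fusion are dosed by pin tool and kept 16 hr at 37 °C, 5% CO2. Signal comes from ONE-Glo luciferase reagent after 30 min at room temperature.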
uPA surface inh: blocks generation of uPA at the cell surface; Potency, µM (doses to about 38.3 µM), for inactives: at the highest dose activity change, negative = inhibition, usual class: inhibitors; 0.31% of 330,000 active; cell surface uPA generation assay, qHTS; active means well fitted inhibition curve with a large enough effect; inconclusive means small, poorly fitted or top-dose-only effect; inactive means no such curve, though single readings can be large or run the other way; tested in mouse RAW 264.7 cells; further: on the % scale 0 is the no-effect control and ±100 the full control effect; nearly all actives have a fitted effect of over 55% in size
NPC1 promoter act: activates the NPC1 promoter. Huh7 NPC1 promoter luciferase reporter, 24 h. Potency, µM (titrated, usually from 9.22 µM), inactives show top-dose activation, actives largely listed as activators. 2.4% of 320,000 active. AID 485313;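 further: % of control where 0% means no effect; nearly all actives have a fitted effect of over 60% in size; reporter is driven by a mutant NPC1 promoter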
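In 1536-well qHTS, Huh7 cells harboring an NPC1 promoter–luciferase construct received compound for 24 h; activation was quantified by luminescence following luciferase reagent addition.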
MBNL1 CUG block: blocks human MBNL1 binding to CUG repeat RNA; 0.036% of 280,000 active; TR-FRET MBNL1-His/biotin-(CUG)12 binding, 665/545 ratio; Potency, µM (doses to about 57.5 µM), inactives show top-dose activity change, negative = inhibition, usual class: inhibitors; active means well fitted inhibition curve with a large enough effect in the signal ratio, with a control signal flat, not every such curve was filed as active; inconclusive means small, poorly fitted or top-dose-only effect, or effect the other way, or a change in a side signal; inactive means no such curve, though single readings can be large or run the other way; the % refers to the signal ratio; further: on the % scale 0 is the no-effect control and ±100 the full control effect
Target sequence (Q9NR56 whole entry, looked up): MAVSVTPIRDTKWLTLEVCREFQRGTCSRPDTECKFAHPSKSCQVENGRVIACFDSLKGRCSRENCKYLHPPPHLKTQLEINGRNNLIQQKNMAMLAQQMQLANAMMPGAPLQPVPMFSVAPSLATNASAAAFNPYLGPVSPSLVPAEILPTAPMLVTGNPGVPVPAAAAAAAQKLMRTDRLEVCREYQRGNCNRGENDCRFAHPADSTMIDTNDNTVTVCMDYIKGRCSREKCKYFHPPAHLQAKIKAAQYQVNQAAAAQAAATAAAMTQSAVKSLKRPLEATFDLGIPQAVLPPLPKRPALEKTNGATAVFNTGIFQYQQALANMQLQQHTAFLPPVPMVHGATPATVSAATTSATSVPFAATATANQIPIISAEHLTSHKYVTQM
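Inhibition of protein-RNA binding appears as loss of TR-FRET between terbium anti-His antibody on MBNL1-His and streptavidin-XL665 on biotin-(CUG)12. Activity is normalized to buffer-only and uninhibited-complex controls.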
BRCA1 expr up: activators of BRCA1 expression; MCF7-BRCA1-FFLuc reporter, luminescence, 48 h; response scale: scaled: vehicle 0%, 10 µM genistein 100%; Potency, µM (highest dose often 46.1 µM), without a hit: at the top dose activation, actives largely listed as activators; 1.1% of 380,000 active; AID 624202; further: nearly all actives have a fitted effect of over 80% in size; some results filed as inactive show a strong effect at the top dose
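MCF7-BRCA1-FFLuc cells, 2000/well in phenol-red-free MEM, attached 2 h then treated 48 h at 37 C. Luciferase luminescence read 15 min after reagent; normalized to genistein maximum activation (10microM) and DMSO, concentration-response fitted.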
Rab9 promoter act: activators of Rab9 promoter. Huh7 Rab9 promoter-luciferase reporter, luminescence, 24 h. Potency, µM (doses to about 9.22 µM), for the others: at the highest dose activation, negative = inhibition, usual class: activators. 2.8% of 320,000 active. AID 485297; further: % of control where 0% means no effect; nearly all actives have a fitted effect of over 60% in size
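Huh7 cells stably carrying a Rab9 promoter-luciferase reporter, 1500 cells per well in OP-MEM I with 10% FBS, treated with compound 24 hours at 37C. Luciferase activity read by luminescence after 10 minutes with Amplite reagent.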
RORg inh: ROR gamma (mouse) transcription inhibition; 5.4% of 310,000 active; Drosophila S2 Gal4-RORgamma UAS-luciferase reporter, 20 h; Potency, µM (series often up to 53.6 µM), without a hit: top-dose activity change, negative = inhibition, actives largely listed as inhibitors; P51450; AID 2551; further: on the % scale 0 is the no-effect control and ±100 the full control effect; nearly all actives have a fitted effect of over 60% in size
Target sequence (P51450 whole entry, looked up, the tested form may be a part): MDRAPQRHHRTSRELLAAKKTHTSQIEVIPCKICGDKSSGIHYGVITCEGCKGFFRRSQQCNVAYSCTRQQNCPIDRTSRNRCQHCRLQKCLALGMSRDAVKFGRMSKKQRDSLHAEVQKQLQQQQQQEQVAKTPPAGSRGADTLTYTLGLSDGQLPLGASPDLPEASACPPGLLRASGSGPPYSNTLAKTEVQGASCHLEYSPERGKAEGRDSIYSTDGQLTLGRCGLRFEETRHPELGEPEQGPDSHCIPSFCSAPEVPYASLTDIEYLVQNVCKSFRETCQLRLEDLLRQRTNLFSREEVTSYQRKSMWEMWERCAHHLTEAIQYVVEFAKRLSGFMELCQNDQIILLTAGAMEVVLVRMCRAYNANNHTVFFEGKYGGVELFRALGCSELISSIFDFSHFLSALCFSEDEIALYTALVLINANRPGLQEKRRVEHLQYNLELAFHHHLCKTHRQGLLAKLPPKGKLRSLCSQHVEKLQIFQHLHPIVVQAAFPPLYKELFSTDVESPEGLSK
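A Gal4/UAS one-hybrid system in insect cells: metallothionein-promoter Gal4–ROR gamma fusion plus Photinus luciferase reporter. Copper sulfate 700 uM final, 20 hr ambient incubation, luminescent detection after 10 min with reagent.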
FLuc counter: firefly luciferase modulation, counter-screen for miR-21 project; P08659; purified FLuc, Km substrates, luminescence inhibition; Potency, µM (highest dose often 57.5 µM), for inactives: at the highest dose activity change, negative = inhibition, hits mostly inhibitors; 6.9% of 360,000 active;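 further: plate controls were vehicle for no effect and reference inhibitor for full effect; nearly all actives have a fitted effect of over 55% in size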
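Biochemical qHTS of compounds, final roughly 60 µM downward over six points, against 10 nM purified firefly luciferase using Km concentrations of substrates (10 uM D-luciferin, 10 uM ATP) in Tris acetate pH 7.5 buffer; luminescence output.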
VP16 counter: inhibits Gal4-VP16 luciferase reporter, ROR gamma counter-screen. 3.5% of 310,000 active. Potency, µM (series often up to 53.6 µM), for the others: at the highest dose activity, negative = inhibition, usual class: inhibitors. Drosophila S2 Gal4-VP16 UAS-luciferase, luminescence, 20 h;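 further: Gal4-VP16 expression switched on by copper sulfate through the metallothionein promoter; on the % scale 0 is the no-effect control and ±100 the full control effect; nearly all actives have a fitted effect of over 50% in size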
p53 reactivator: restores transcriptional activity of mutant p53; H1299 p53-A138V BP100-luciferase reporter, luminescence, 24 h; Potency, µM (top dose mostly 92.2 µM), for the others: at the top dose activity change, positive = activation, actives largely listed as activators; 0.063% of 320,000 active; AID 504706; further: % of control where 0% means no effect; nearly all actives have a fitted effect of over 45% in size
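p53-null H1299 cells stably carrying temperature-sensitive p53-A138V and a BP100-luciferase reporter were pinned with compounds (4-point, 1:5 series) and held 24 hrs at 37 deg C. Luminescence was read 10 min after detection reagent.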
* hit, by the source's call; ? = inconclusive; · = no result given; & = joins results of further samples; [ ] = another dose, or the depositor's remark. Unless noted, the call rests on the fitted dose curve; in most records, active means well fitted curve in the direction sought with a large enough effect; inconclusive means small, poorly fitted or top-dose-only effect, or another doubt; inactive means no such curve, though single readings can be large; an effect the other way counts as inactive or inconclusive. Potency means the concentration at half of the fitted maximal effect.

#1 CCOC(=O)c1c(C)oc2c(CC(=O)c3ccccc3)c(Cl)c(O)c(O)c12
#2 CC(C)n1c(NCCc2ccccc2)nc2c1c(=O)n(C)c(=O)n2C
#3 COc1ccc(NC(=O)c2cc(S(=O)(=O)N3CCCCC3)ccc2N2CCCCC2)cn1
#4 CCc1cccc(C)c1NC(=O)C1C2CCC(O2)C1C(=O)O (stereo not given)
#5 Cc1oc(-c2ccccc2F)nc1CS(=O)CC(=O)NCc1ccc(Cl)cc1 (stereo not given)
#6 COc1ccc(/C=N/n2cnnc2)cc1Br
#7 COc1ccc(C(=O)NCC(=O)OCc2ccccc2F)cc1
#8 CC(=O)C1C(c2ccc(C)cc2)c2c(n[nH]c2C)CC1(C)O (stereo not given)

Screen / compound no.,1,2,3,4,5,6,7,8
ELG1 genotox,2%,-8%,-3%,-4%,-1%,5%,4%,2%
uPA surface inh,-6%,0%,1%,-4%,1%,2%,4%,3%
NPC1 promoter act,-1%,-9%,1%,1%,2%,-1%,-1%,-3%
MBNL1 CUG block,·,-4%,-4%,-5%,4%,-8%,-7%,0%
BRCA1 expr up,-13%,-63%,-40%,9%,2%,0%,-11%,13%
Rab9 promoter act,-1%,-16%,-9%,-6%,-2%,-2%,-5%,-5%
RORg inh,-7%,?,-6%,14%,-34%,39%,19%,9%
FLuc counter,-9%,0%,-1%,0%,1%,-4%,?,6%
VP16 counter,1%,-2%,13%,-2%,-7%,1%,-21%,8%
p53 reactivator,-9%,-5%,0%,0%,-4%,-6%,6%,-1%

#9 O=C(O)CCN1C(=O)/C(=C\c2ccc(-c3nc4ccccc4s3)o2)SC1=S
#10 CCCCn1c(N)c(N(CCOC)C(=O)c2ccc(Br)s2)c(=O)[nH]c1=O
#11 O=C(O)COc1ccccc1/C=N/NC(=O)CSc1nnc(SCc2ccc(Cl)cc2)s1
#12 COc1ccc(CN=C2NC(=O)CC(C(=O)Nc3cc(C)cc(C)c3)S2)cc1 (stereo not given)
#13 COC(=O)c1ccccc1NC(=O)C1=CC(c2cccs2)=NS(=O)(=O)N1C
#14 CS(=O)(=O)N1CCC(NC(=O)Cc2ccccc2)CC1
#15 Cc1c(Cl)c(C(=O)N2CCCCCC2)nn1C
#16 CCn1c(SCC(=O)NNC(=O)c2ccco2)nnc1-c1ccco1

Screen / compound no.,9,10,11,12,13,14,15,16
ELG1 genotox,14%,1%,-3%,-1%,0%,6%,1%,-8%
uPA surface inh,1%,1%,-3%,15%,-17%,2%,0%,5%
NPC1 promoter act,2%,2%,13%,-1%,23%,2%,-4%,-4%
MBNL1 CUG block,3%,·,9%,-11%,?,3%,-2%,-4%
BRCA1 expr up,24%,-11%,-22%,3%,-25%,19%,5%,1%
Rab9 promoter act,19%,0%,5%,-3%,5%,0%,-3%,-4%
RORg inh,43%,·,-4%,?,-3%,-1%,-6%,-19%
FLuc counter,-10%,2%,9.5µM*,0%,-1%&1%,2%,2%,4%
VP16 counter,10%,·,-8%,-2%,-2%,1%,0%,-2%
p53 reactivator,17%,-3%,4%,-14%,·,-6%,6%,-1%

The results go on.
Each structure is followed by: ELG1 genotox	uPA surface inh	NPC1 promoter act	MBNL1 CUG block	BRCA1 expr up	Rab9 promoter act	RORg inh	FLuc counter	VP16 counter	p53 reactivator
17: COc1cc(C)ccc1OCc1cc(C(=O)NCCN2CCOCC2)no1
  ?	-2%	2.2µM*	5%	?	4µM*	?	11µM*	-6%	?
18: COc1ccc(S(=O)(=O)Nc2ccc(O)c(Sc3nc4ccccc4s3)c2)cc1
  -1%	-4%	-4%	·	-32%&-19%	-5%	1%[10 µM]	?	-21%	-2%
19: Cc1ccccc1SCC(=O)N/N=C/c1ccc(F)cc1
  -5%	4%	-7%	1%	4%	-5%	5%	-3%	5%	-1%
20: CCC(C)[C@H]1CNCCN1CCc1cccc(F)c1 (stereo not given in full)
  4%	-9%	-5%	·	-21%	-11%	·	0%	·	-5%
21: CC(=O)Nc1ccc(/C=N/Nc2nc3ccccc3[nH]2)cc1
  -8%	?	?	?	-17%	?	?	12µM*	-5%	?
22: C=CCn1c(=O)c2ccccc2n2c(SCC(=O)c3ccccc3)nnc12
  -5%	2%	4%	-2%	-3%	7%	-3%	?	4%	-3%
23: COc1ccccc1OC(C)C(=O)N1CC(=O)Nc2ccccc21 (stereo not given)
  -1%	0%	-3%	-1%	0%	0%	-26%	-1%	-14%	20%
24: O=C(Nc1nc2ccccc2[nH]1)c1ccc(Cl)c(S(=O)(=O)N2CCCC2)c1
  7%	-12%	?	-1%	4%	28%	6.3µM*	12µM*	8.9µM*	?
25: O=C1/C(=C/c2ccccc2)CCC1C1CCCC1 (stereo not given)
  ?	2%	20%	-2%	-80%	25%	-20%	1.2µM*	1%	?
26: CN(C)S(=O)(=O)c1cccc(NC(=S)NC(=O)c2ccco2)c1
  11%	-7%	?	·	103%	3.5µM*	·	?	·	15%
27: Oc1[nH]c2ccccc2c1N=Nc1ccc(F)cc1
  ?	4%	23%	·	14%	?	?	4.8µM*	0%	?
28: CCCCN(CCCC)CCNC(=O)c1cn(C)c2ccc(S(=O)(=O)N3CCCC3)cc2c1=O
  2%	-4%	0%	2%	1%	-4%	-22%	1%&2%	-1%	8%
29: COCc1cc(C)nc(Nc2ccc(C)cc2C)c1C#N
  1%	11%	-6%	-6%	-72%	-4%	14%[0.365 µM]	3%	·	3%
30: C=CCN(CC=C)c1nc2ccccc2nc1C(C#N)C(=O)OCCOC (stereo not given)
  -3%	-9%	-3%	?	-11%	4%	-26%	1%	-3%	-19%
31: COc1ccc(CNC(=O)C(C)Sc2nc3ccccc3c(=O)n2CCCN2CCOCC2)cc1 (stereo not given)
  -9%	1%	-3%	-1%	-7%	-1%	12%	-2%	-19%	1%
32: CCN1CCCC1CNC(=O)c1ccc(N2CCOCC2)c(NS(=O)(=O)c2ccc(OC)cc2)c1 (stereo not given)
  ?	-10%	-2%	-5%	0%	-4%	-24%	-2%	2%	9%
33: CCc1nc2c(C#N)c(-c3ccc(Cl)cc3)ccn2n1
  2%	-15%	7%	?	24%	12%	13%	1%	0%	5%
34: C=CCn1c(NCCO)nc2c1c(=O)n(C)c(=O)n2C
  -8%	5%	0%	7%	1%	1%	-4%	1%	2%	-3%
35: CCn1cc(CNC(=O)c2cc(Cl)ccc2OC)c(C)n1
  -5%	0%	0%	0%	-4%	-2%	3%	-1%	-1%	-2%
36: N#CCOC(=O)c1c2c(nc3ccccc13)CCC2
  1%	-6%	2%	6%	0%	-4%	-9%	4%	1%	-5%
37: CC(=O)Oc1ccc(N(C(C)=O)S(=O)(=O)c2ccc(Cl)cc2)c2ccccc12
  -14%	-8%	1%	-10%	-58%	0%	?	-10%	?	-12%
38: CC(=O)c1cccc(N(C(=O)c2ccco2)C(C(=O)NC2CCCC2)c2ccc(N3CCOCC3)cc2)c1 (stereo not given)
  0%	2%	-6%	14%	18%	-7%	3%	5%	-7%	1%
39: O=C(N/N=C/c1nn(-c2ccccc2)cc1-c1ccc(Cl)cc1)c1ccncc1
  2%	·	22%	0%	·	?	6%	?	0%	8%
40: Cc1ccc2nc3c(c(Nc4ccc5c(c4)OCCO5)c2c1)CCC3
  -9%	-10%	-1%	·	-61%	-4%	-13%	-2%	?	30%
41: O=C(COC(=O)c1ccccc1)NCC1CCCO1 (stereo not given)
  4%	-5%	4%	-8%	1%	-1%	16%	-9%	4%	18%
42: COc1ccccc1N1CCN(CCNC(=O)Nc2cccc(C)c2C)CC1
  10%	1%	-5%	5%	-48%	-19%	-26%	-3%	1%	-15%
43: CC(C)CC(NC(N)=O)C(=O)OCC(=O)N(Cc1ccccc1)Cc1ccccc1 (stereo not given)
  2%	8%	-3%	10%	-16%	1%	5%	-10%	0%	-3%

Structures from the list above containing fluorine (5):
Each structure is followed by: ELG1 genotox	uPA surface inh	NPC1 promoter act	MBNL1 CUG block	BRCA1 expr up	Rab9 promoter act	RORg inh	FLuc counter	VP16 counter	p53 reactivator
5: Cc1oc(-c2ccccc2F)nc1CS(=O)CC(=O)NCc1ccc(Cl)cc1 (stereo not given)
  -1%	1%	2%	4%	2%	-2%	-34%	1%	-7%	-4%
7: COc1ccc(C(=O)NCC(=O)OCc2ccccc2F)cc1
  4%	4%	-1%	-7%	-11%	-5%	19%	?	-21%	6%
19: Cc1ccccc1SCC(=O)N/N=C/c1ccc(F)cc1
  -5%	4%	-7%	1%	4%	-5%	5%	-3%	5%	-1%
20: CCC(C)[C@H]1CNCCN1CCc1cccc(F)c1 (stereo not given in full)
  4%	-9%	-5%	·	-21%	-11%	·	0%	·	-5%
27: Oc1[nH]c2ccccc2c1N=Nc1ccc(F)cc1
  ?	4%	23%	·	14%	?	?	4.8µM*	0%	?
